High-throughput results deposited in PubChem BioAssay by several laboratories.
NF-kB neuron act = compounds increasing NF-kB expression in human neuronal cells | NF-kB reporter expression; active compounds read high | fold change at 12.5 µM | actives 1.6% (n = 190,000) | AID 1239; in the data active = fold change above about 3.3
STAT3 inh = inhibitors of IL-6 induced STAT3 signaling; U3A cells, IL-6 STAT3-luciferase reporter, luminescence; host cell line lacks STAT1; inhibition, % at 5.5 µM; actives 0.89% (n = 190,000);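 active = inhibition above the mean inhibition across all screened compounds plus 3 SD, cut at about 44% in these data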;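 also: 0% = DMSO only wells and 100% = 100 µM nifuroxazide control wells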
RAM inhibit = blocks the yeast RAM network; S. cerevisiae dse1pr::URA3 reporter, 5-FOA growth OD615, 2 d; analog-sensitive cbk1-as2 kinase mutant strain; inhibition, % at 50 µM; actives 1.8% (n = 190,000);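 active = inhibition above a set limit, 3 SD over mean compound inhibition, cut at about 8.4% in these data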;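 also: 0% = DMSO-only wells with no growth and 100% = 10 µM 1-NA-PP1 full growth; inhibition rescues growth on 5-FOA so higher OD means more RAM inhibition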
FLuc inhib CS = counter-screen for luciferase assay inhibitors: firefly luciferase inhibition | P08659 | ATPLite firefly luciferase biochemical luminescence, 10 min | inhibition, % at 10 µM | actives 1.5% (n = 200,000) | AID 1006;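 active = inhibition above about 50% when tested at 10 µM, limit read from the data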
Target sequence (P08659 whole entry, looked up): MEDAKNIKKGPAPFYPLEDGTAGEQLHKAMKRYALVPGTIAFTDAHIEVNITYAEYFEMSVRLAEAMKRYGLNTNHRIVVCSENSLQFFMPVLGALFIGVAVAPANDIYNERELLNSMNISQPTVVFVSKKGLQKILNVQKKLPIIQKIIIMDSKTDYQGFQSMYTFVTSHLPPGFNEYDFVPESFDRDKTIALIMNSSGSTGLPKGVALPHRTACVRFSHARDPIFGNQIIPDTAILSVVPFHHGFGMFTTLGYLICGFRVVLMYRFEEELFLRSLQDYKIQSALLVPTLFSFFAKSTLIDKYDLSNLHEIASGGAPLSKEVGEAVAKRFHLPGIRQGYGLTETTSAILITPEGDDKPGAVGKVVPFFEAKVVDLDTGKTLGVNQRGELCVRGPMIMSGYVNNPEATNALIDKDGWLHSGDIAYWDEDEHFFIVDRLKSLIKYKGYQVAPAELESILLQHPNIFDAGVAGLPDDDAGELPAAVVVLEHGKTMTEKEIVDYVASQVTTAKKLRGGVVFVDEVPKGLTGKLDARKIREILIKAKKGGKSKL
STAT1 act = STAT1 signaling activation | NIH 3T3 STAT1-luciferase reporter, IFN-gamma, luminescence; 100% = IFN-gamma alone, no compound | activation (% of control), % at 5.5 µM | actives 2.6% (n = 200,000);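 active = activation above the screen-wide mean activation plus 3 SD, cut at about 130% in these data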;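 also: raw ratio to IFN-gamma control signal so 100% means no change and 0% no light; values of inactives mirror those of a sister screen read the other way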
APP transl inh = APP translation inhibition. SH-SY5Y APP 5'UTR-luciferase reporter, luminescence. actives 0.82% (n = 190,000). inhibition, % at 2 µM;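 active = inhibition above a set limit, derived from the sample mean plus 3 SD, cut at about 45% in these data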; also: values of inactives mirror those of a sister screen read the other way
STAT3 activator = STAT3 signaling activation. actives 0.91% (n = 190,000). U3A cells, IL-6 STAT3-luciferase reporter, luminescence; 100% = signal with IL-6 EC80 alone. activation (% of control), % at 5.6 µM;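 active = activation above the screen-wide mean of compound activation plus 3 SD, cut at about 130% in these data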;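 also: 0% = background luminescence of wells with medium and substrate only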
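Assay system – human STAT1-deficient U3A cells with stable STAT3-luciferase reporter · Also added – IL-6 (33 ng/mL) · Schedule – compound 1 h, then IL-6 6 h at 37 °C · Technique – reporter luminescence signal · Evaluation – % activation versus median of IL-6-stimulated wells · Benchmarks – IL-6-only wells as 100% reference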
STAT1 inh = reduces IFN-gamma driven STAT1 reporter signal | NIH 3T3 STAT1-luciferase reporter, luminescence | inhibition, % at 5.5 µM | actives 0.35% (n = 200,000) | AID 920;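 active = inhibition above a set limit, the mean inhibition across all tested compounds plus 3 SD, cut at about 34% in these data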;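 also: 0% = IFN-gamma with DMSO and 100% = IFN-gamma with 300 µM nifuroxazide; values of inactives mirror those of a sister screen read the other way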
Hsp70 act = transcriptional activators of Hsp70; HeLa Hsp70 promoter luciferase reporter, luminescence; scaled: vehicle 0, proteasome-inhibitor control 100%; activation, % at 10 µM; actives 0.04% (n = 200,000);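 active = activation above the mean across all tested compounds plus 3 SD, cutoff set per campaign, cut at about 5.5% in these data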;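 also: 100% = MG132 at 30 µM as the positive control and 0% = DMSO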
APP 5'UTR act = APP 5'UTR luciferase reporter activation; actives 1% (n = 190,000); AID 1276; SH-SY5Y APP 5'UTR luciferase reporter, luminescence; zero percent = DMSO vehicle wells; activation, % at 2 µM;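 active = activation above a set limit, based on mean plus 3 SD of controls, cut at about 140% in these data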; also: values of inactives mirror those of a sister screen read the other way
Starred values were filed as active, the others as inactive; . = no result given.

nr	SMILES	NF-kB neuron act	STAT3 inh	RAM inhibit	FLuc inhib CS	STAT1 act	APP transl inh	STAT3 activator	STAT1 inh	Hsp70 act	APP 5'UTR act
1	Cc1ccc(/C=C2\SC(=S)N(c3c(C)n(C)n(-c4ccccc4)c3=O)C2=O)cc1	1.3	-10	-0.1	1	99	2	116	2	-0.2	-2
2	COCCNc1nc(SCc2ccccc2)nc2sc3c(c12)CCC3	1.3	11	14*	-5	102	1	94	-2	-0.2	-1
3	Cc1cc(-c2nnc(SCc3cccnc3)o2)no1	1.3	-5	-0.3	-6	104	-6	108	-4	0.4	6
4	COc1ccc(CNC(=O)CN2CCC(C(=O)c3ccc(OC)cc3)CC2)cc1	1	10	0.8	-2	102	13	93	-2	0.1	-13
5	CC1(C)CC(=O)C2=C(C1)NC(=O)CC2C(=O)NCc1ccc(F)cc1 (stereo unspecified)	1.2	-1	-0.8	2	104	-20	101	-4	-0.5	20
6	Cc1cccc(NC(=O)c2cc(S(=O)(=O)c3ccccc3)ccc2Cl)c1	1.3	5	4.9	-4	97	-18	95	3	-0.3	18
7	CSc1nncc(/C(C)=N/O)n1	1.1	12	2.4	-2	104	15	90	-4	-0.4	-15
8	Cc1ccc(C(=O)NCCN(C)C)c(C)c1	1	2	1.2	-3	108	-28	101	-9	-0.1	28
9	Cc1ccc[n+](/C(=C\C(=C=[N-])C#N)C(=O)c2ccc(Cl)cc2)c1	1.1	2	-0.2	-7	94	-2	100	5	-0.5	2
10	Cn1c(-c2ccc(C=O)s2)nc2c3ccccc3c3ccccc3c21	1.3	-2	2.4	-2	103	17	107	-3	-0.5	-17

A draw from above in order of count of non-hydrogen atoms, ascending:
nr	SMILES	NF-kB neuron act	STAT3 inh	RAM inhibit	FLuc inhib CS	STAT1 act	APP transl inh	STAT3 activator	STAT1 inh	Hsp70 act	APP 5'UTR act
7	CSc1nncc(/C(C)=N/O)n1	1.1	12	2.4	-2	104	15	90	-4	-0.4	-15
8	Cc1ccc(C(=O)NCCN(C)C)c(C)c1	1	2	1.2	-3	108	-28	101	-9	-0.1	28
3	Cc1cc(-c2nnc(SCc3cccnc3)o2)no1	1.3	-5	-0.3	-6	104	-6	108	-4	0.4	6
9	Cc1ccc[n+](/C(=C\C(=C=[N-])C#N)C(=O)c2ccc(Cl)cc2)c1	1.1	2	-0.2	-7	94	-2	100	5	-0.5	2
2	COCCNc1nc(SCc2ccccc2)nc2sc3c(c12)CCC3	1.3	11	14*	-5	102	1	94	-2	-0.2	-1
6	Cc1cccc(NC(=O)c2cc(S(=O)(=O)c3ccccc3)ccc2Cl)c1	1.3	5	4.9	-4	97	-18	95	3	-0.3	18
1	Cc1ccc(/C=C2\SC(=S)N(c3c(C)n(C)n(-c4ccccc4)c3=O)C2=O)cc1	1.3	-10	-0.1	1	99	2	116	2	-0.2	-2

Remaining list, next part.
nr	SMILES	NF-kB neuron act	STAT3 inh	RAM inhibit	FLuc inhib CS	STAT1 act	APP transl inh	STAT3 activator	STAT1 inh	Hsp70 act	APP 5'UTR act
11	Cc1ccccc1-n1c(=O)/c(=C\c2ccco2)s/c1=C(/C#N)C(=O)Nc1ccccc1	1.1	5	4.4	-4	95	4	98	5	-0.2	-3
12	O=C(NCc1cccs1)c1ccc(N2CCCCC2)nc1	1.8	-1	1.3	22	116	-30	101	-18	-0.5	30
13	CCc1cccc(NC(=S)Nc2ccc(CN3CCOCC3)cc2)c1	1.2	6	0.5	2	111	-9	100	-11	-0.4	9
14	CN(C)/C=N/c1nc2ccc3c(c2s1)CCCC3	.	0	.	31	139*	-102	107	-43	-0.3	102
15	COc1cc(CNn2cn[nH]c2=S)cc(Cl)c1OCc1ccccc1	1.2	-6	-1.2	-9	97	0	109	3	-0.3	0
16	Cc1ccccc1OCCN1C(=O)C(=O)c2cccc(C)c21	1.2	2	2.5	-7	101	.	98	-1	-0.3	.
17	CSc1ncccc1C(=O)OCC(=O)Nc1ccc(S(=O)(=O)N2CCCC2)cc1	0.78	8	2.8	-1	107	-9	100	-7	-0.3	9
18	Cc1nc(C(F)(F)F)c(C(=O)N=CN(C)C)s1	1.2	5	1.1	-10	96	0	104	5	0.0	0
19	Cc1ccc2occ(CN3CCN(Cc4ccccc4)CC3)c(=O)c2c1	1.2	-16	-0.2	3	101	-26	113	-1	0.6	26
20	O=C(Cn1c2[n+](c3ccc(C(F)(F)F)cc31)CCCCC2)Nc1ccccc1	1	-15	-0.9	0	88	-2	117	13	-0.1	2

Continued:
nr	SMILES	NF-kB neuron act	STAT3 inh	RAM inhibit	FLuc inhib CS	STAT1 act	APP transl inh	STAT3 activator	STAT1 inh	Hsp70 act	APP 5'UTR act
21	C(=N\n1c2ccccc2c2ccccc21)/c1ccccc1	0.92	-4	8.0	4	81	7	104	21	0.1	-7
22	CCOCCCn1c(=N)c(C(=O)NCc2ccc3c(c2)OCO3)cc2c(=O)n3cccc(C)c3nc21	0.93	13	-0.8	-6	105	-2	96	-6	0.2	2
23	CC(=O)c1cc(CN2CCC(N3CCC(C(=O)N4CCCC4)CC3)CC2)cs1	1.1	2	-0.2	0	95	-1	101	4	0.3	1
24	O=C(CN1CCN(CC(=O)Nc2ccc(OCc3ccccc3)cc2)CC1)Nc1ccc(F)cc1	.	11	.	.	94	1	95	7	0.0	-1
25	Cc1cccc(NC(=S)N(Cc2ccc(Br)cc2)Cc2ccc(C(=O)O)cc2)c1	0.89	-2	7.2	0	99	17	104	0	-0.2	-17
26	COc1ccc(CCNC(=O)CCN2C(=O)c3cccc4cccc(c34)C2=O)cc1OC	0.96	30	4.9	-10	100	11	78	-3	0.1	-11
27	CCc1nnc(NC(=O)c2sc3nc4c(cc3c2N)CCCCCC4)s1	2	-4	0.7	11	128	-12	105	-32	-0.1	12
28	CC(C)C(=O)NC(Nc1cccc([N+](=O)[O-])c1)C(Cl)(Cl)Cl (stereo unspecified)	0.97	2	0.8	-3	100	-13	101	-2	-0.1	13
29	Cc1ccc(S(=O)(=O)NNC(=O)C2COc3ccccc3O2)cc1C (stereo unspecified)	1	-1	1.8	2	106	-6	103	-6	-0.3	7
30	O=C1CS/C(=N/N=C2CCCC2)N1	1.1	7	3.9	-8	102	-4	96	-4	-0.1	4

Remaining list, next part:
nr	SMILES	NF-kB neuron act	STAT3 inh	RAM inhibit	FLuc inhib CS	STAT1 act	APP transl inh	STAT3 activator	STAT1 inh	Hsp70 act	APP 5'UTR act
31	O=C(Nc1ccc(C(=O)Oc2ccccc2)c(O)c1)c1ccco1	2.8	-1	3.2	12	119	-51	104	-21	0.0	51
32	COc1ccc(/C(N)=N/OC(=O)c2cc(-c3ccccc3)nc3ccccc23)cc1	1.1	11	3.9	14	102	-2	100	-3	0.0	2
33	CNCCCNC(=O)c1ccc(/C=N/O)nc1	1	8	0.5	-5	99	-4	101	2	-0.1	4
34	COc1ccc(CCNC(=O)c2ccc(-c3cccc([N+](=O)[O-])c3)o2)cc1OC	0.76	11	1.7	2	104	-15	96	-7	-0.1	15
35	O=C(Nc1ccccc1-c1nc2ccccc2o1)c1ccc2c(c1)OCCO2	.	15	.	.	98	0	91	2	-0.3	1
36	CCc1c(C)nc2cc(-c3ccc(OC)c(OC)c3)nn2c1N1CCCC1	0.81	18	0.4	-4	90	-9	89	12	-0.3	9
37	O=C(CSc1nc2[nH]ncc2c(=O)n1-c1ccccc1)c1ccc2c(c1)OCCO2	0.35	4	0.6	-7	98	-1	98	8	0.6	1
38	CC(C)N=C1NN=C(c2ccc(Cl)c(Cl)c2)CS1	8.6*	37	1.2	64*	136*	-172	74	-41	-0.3	172*
39	COc1ccc(-c2nnc3c4ccccc4c(C)nn23)cc1S(=O)(=O)N1CCN(CCO)CC1	0.62	-2	0.5	-8	98	-7	104	2	0.6	7
40	CCn1cc(S(=O)(=O)Nc2ccc3c(c2)OCCO3)cn1	0.44	33	0.0	-3	81	-40	74	20	0.2	40

New compounds follow
nr	SMILES	NF-kB neuron act	STAT3 inh	RAM inhibit	FLuc inhib CS	STAT1 act	APP transl inh	STAT3 activator	STAT1 inh	Hsp70 act	APP 5'UTR act
41	COc1ccccc1N1CCN(C(=O)c2cc(-c3ccc4c(c3)OCO4)on2)CC1	1.1	2	4.2	5	102	-10	101	-2	-0.3	10
42	CCOC(=O)C1CCCN(c2nc3ccccc3nc2C(C#N)C(=O)OC(C)C)C1 (stereo unspecified)	0.74	1	4.4	-5	103	15	102	-3	-0.2	-15
43	CCOC(=O)c1ccc(N2Cc3ccccc3C2=N)cc1	1.3	5	1.3	1	106	-17	93	-7	0.0	17
44	c1ccc(CN2CCOCCOCCOCCOCCOCCOCC2)cc1	1.2	-4	0.6	-3	100	10	106	-2	-0.4	-10
45	CC(=O)C1C(c2cn(-c3ccccc3)nc2-c2cccs2)NC(=O)NC1(O)C(F)(F)F (stereo unspecified)	1.1	13	-0.7	-6	96	-5	92	5	0.4	5
46	CCCCn1c(=O)c(C(=O)OCC)c(O)c2ccccc21	1.1	9	-1.6	-2	98	-9	95	2	0.0	9
47	COc1ccc(C(=O)CSc2nc(C)cc(=O)[nH]2)cc1	1.1	-8	2.3	-10	94	-4	110	5	-0.3	4
48	Cc1ccccc1-c1ncc(CN2CCC(CO)(CCCc3ccccc3)CC2)cn1	0.94	6	0.5	-3	103	3	99	-6	-0.4	-3
49	Cc1cc(C)cc(C(=O)NCC(=O)OCC(=O)Nc2ccc(C)cc2Br)c1	1.2	-7	2.1	1	107	-7	107	-9	-0.3	7
50	O=C(NCc1ccccc1Cl)C1CCCO1 (stereo unspecified)	1.1	0	2.8	-1	108	10	107	-10	-0.2	-10
51	CC(C)NC(=O)c1cc2cc(Br)ccc2oc1=O	0.97	15	1.4	2	85	7	90	17	-0.1	-7
